Screening data: PubChem, The Scripps Research Institute Molecular Screening Center
SIAE primary = blocks human sialic acid acetylesterase. AID 1053197. inhibition, % at 9.66 µM. 370,000 compounds, 0.69% hits. SIAE FP-Rh probe binding, fluorescence polarization;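 active means inhibition above a cutoff: mean of compounds within the control limits plus 3 SD of those, cut at about 17% in these data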;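 further: 0% = plate median of compound wells and 100% = probe without SIAE protein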
TDP2 absorb = blocks human TDP2 phosphodiesterase activity; AID 720702; O95551; 370,000 compounds, 0.34% hits; inhibition, % at 12.8 µM; recombinant TDP2, T5PNP hydrolysis, p-nitrophenol absorbance 415 nm;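 active means inhibition above the mean of all tested compounds plus 3 SD, set per campaign, cut at about 25% in these data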;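 further: 0% = DMSO with enzyme and 100% = buffer with substrate but no TDP2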
Target sequence (O95551 whole entry, looked up): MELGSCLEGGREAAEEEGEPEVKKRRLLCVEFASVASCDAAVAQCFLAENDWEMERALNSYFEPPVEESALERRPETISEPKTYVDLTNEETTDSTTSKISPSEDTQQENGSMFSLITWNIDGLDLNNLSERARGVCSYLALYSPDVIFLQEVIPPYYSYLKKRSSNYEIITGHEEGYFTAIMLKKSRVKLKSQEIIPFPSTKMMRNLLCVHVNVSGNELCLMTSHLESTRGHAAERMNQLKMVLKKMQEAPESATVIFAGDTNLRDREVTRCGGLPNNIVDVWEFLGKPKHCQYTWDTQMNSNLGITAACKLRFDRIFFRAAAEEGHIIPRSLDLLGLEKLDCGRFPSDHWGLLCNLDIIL
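Assay system: Recombinant human TDP2 | Quantity: 120 nM TDP2 per well | Incubation: 2 h at 37 °C | Signal: Epi absorbance | Evaluation: Percent inhibition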
LEDGF integ inh = blocks HIV-1 LEDGF/p75-dependent DNA integration | inhibition, % at 3.7 µM | TR-FRET IN-LEDGF/p75 DNA integration, Eu/Cy5 | 370,000 compounds, 0.64% hits;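 active means inhibition above the screen-wide mean plus 3 SD, cut at about 13% in these data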;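 further: signal is the Cy5 over europium emission ratio at 671 and 618 nm; 0% = plate median of compound wells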
Tn7 DDE FP = inhibitors of Tn7 peptide binding to human fibrin DD(E) | inhibition, % at 8.3 µM | AID 720508 | P02675 | FP displacement of FITC-Tn7 peptide from fibrin DD(E); 0% = median of compound wells per plate | 370,000 compounds, 0.13% hits;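 active means inhibition above the mean of compounds falling within the control limits plus 3 SD of them, cut at about 14% in these data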;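 further: 0% = plate median of compound wells and 100% = 10 µM Aha-Tn7 peptide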
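system = human fibrin DD(E) protein | quantity = DD(E) 2 µM final | medium = Tris/NaCl/CaCl2 buffer, pH 7.8 | also added = labelled Tn7 tracer, 0.1 µM | compound dosing = single point at 8.3 µM | timing = compound with protein 10 min, then 3 h after probe, room temperature | signal = FP measurement | benchmarks = Aha-Tn7 high control | repeats = one replicate per compound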
TCR-CD3 inh = inhibitors of human TCR-CD3 interaction. TAMRA-labeled TCR probe fluorescence, biochemical. inhibition, % at 9.4 µM. 360,000 compounds, 0.37% hits. AID 651800; in the data active means inhibition above about 19%;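 further: recombinant mutant TCR 2C K166C tagged with TAMRA read by polarization; 0% = receptor in buffer alone and 100% = receptor with positive control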
ABHD4 inh = inhibitors of mouse ABHD4 | Q8VD66 | purified mABHD4, FP-Rh probe fluorescence polarization | inhibition, % at 8.92 µM | 370,000 compounds, 0.54% hits | AID 720543;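 active means inhibition exceeding the mean over every tested compound plus 3 SD, cut at about 30% in these data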;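 further: 0% = plate median of compound wells and 100% = S159A mutant with DMSO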
Target sequence (Q8VD66 whole entry, looked up): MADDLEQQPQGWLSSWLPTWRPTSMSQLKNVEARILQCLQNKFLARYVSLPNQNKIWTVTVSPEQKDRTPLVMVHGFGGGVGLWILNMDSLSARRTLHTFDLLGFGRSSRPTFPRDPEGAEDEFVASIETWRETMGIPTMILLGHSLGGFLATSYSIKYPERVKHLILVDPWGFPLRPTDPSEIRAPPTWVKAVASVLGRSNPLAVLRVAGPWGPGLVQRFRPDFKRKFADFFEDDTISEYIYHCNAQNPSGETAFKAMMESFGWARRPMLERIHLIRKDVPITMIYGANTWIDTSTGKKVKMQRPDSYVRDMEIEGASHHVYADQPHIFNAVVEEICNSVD
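Test system: mABHD4 protein; Read-out basis: % inhibition; Incubation: 45 min + 60 min at 25 °C; Repeats: single replicate; Technique: fluorescence polarization with parallel and perpendicular emission, 525/598 nm; Compound: 8.92 µM, single dose; Benchmarks: full inhibition S159A mutant plus DMSO, zero as sample-well median.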
UHRF1 binding = UHRF1 methyl-DNA binding inhibition. AID 687016. inhibition, % at 4.4 µM. 370,000 compounds, 0.75% hits. UHRF1 binding to methylated oligo, TR-FRET; in the data active means inhibition above about 21%;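 further: UHRF1 SRA domain binding a hemimethylated CpG hairpin DNA probe; 0% = median of test compound wells and 100% = reference inhibitor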
PRMT1 inh = blocks human protein arginine methyltransferase 1; Q99873; recombinant PRMT1, activity-based probe fluorescence polarization; inhibition, % at 2.79 µM; 370,000 compounds, 1.3% hits; AID 652257;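 active means inhibition above about 21% made by adding two undisclosed values, limit read from the data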
PG9 Ab binder = small molecules binding HIV-1 gp120 antibody PG9; 360,000 compounds, 0.43% hits; TR-FRET gp120-PG9 antibody binding; inhibition, % at 6.7 µM; AID 624416; in the data active means inhibition above about 8.5%
HTRA1 inh = blocks human HTRA1 serine peptidase; Q92743; 340,000 compounds, 0.5% hits; inhibition, % at 5.96 µM; recombinant HTRA1, FP-rhodamine activity-based probe, fluorescence polarization; AID 504803; in the data active means inhibition above about 36%;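 further: 0% = enzyme with DMSO and 100% = wells lacking enzyme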
An asterisk follows results filed as active; . = no result given.

(1) CCOC(=O)c1sc2ncn(C(C)C(=O)OC)c(=O)c2c1C (centres undefined)
(2) Cn1cccc1C(=O)OCC(=O)N1CCc2ccccc2C1
(3) O=C(CSc1ncnc2sc3c(c12)CCCC3)N1CCC(c2noc3ccc(F)cc23)CC1
(4) C=CCOC(=O)C(=O)/C=C/c1c(C)n(C)n(-c2ccccc2)c1=O
(5) COc1ccc([N+](=O)[O-])cc1C(=O)C(=O)c1ccccc1
(6) COCC1CCCN(Cc2nc(Cc3ccccc3)no2)C1 (centres undefined)
(7) O=C(c1ccccc1S(=O)(=O)NCc1ccccc1)N1CCCCC1
(8) COc1cccc(OCc2cc(/C=N/NC(=O)c3nc(Cl)c(Cl)c(N)c3Cl)ccc2OC)c1
assay / compound	1	2	3	4	5	6	7	8
SIAE primary	-2	0	-3	-2	-8	0	-1	-47
TDP2 absorb	-3	2	9	9	-13	-12	8	-6
LEDGF integ inh	1	-4	-3	-2	7	1	-4	0
Tn7 DDE FP	-7	6	-1	3	1	9	-4	-8
TCR-CD3 inh	2	5	0	3	3	2	3	9
ABHD4 inh	1	1	1	-2	-5	-3	4	-51
UHRF1 binding	-2	-1	-1	0	2	1	0	-1
PRMT1 inh	0	0	-1	0	-1	0	5	-3
PG9 Ab binder	-0.3	0.4	0.0	-0.8	0.2	-0.2	-0.1	-0.2
HTRA1 inh	11	4	1	0	-8	1	-2	-65

(9) Cc1ccc(C)c(NC(=O)COc2cccc3c2CCN(Cc2ccccc2)C3=O)c1
(10) COc1cc2c(cc1NC(=O)COC(=O)[C@@H](NC(=O)c1ccccc1F)C(C)C)oc1ccccc12
(11) O=[N+]([O-])c1cccc(-c2ccc3nnc(SCc4ccccn4)n3n2)c1
(12) Cc1ccc([N+](=O)[O-])cc1NC(=O)CN1CCC(C)CC1
(13) CCc1nnc(NS(=O)(=O)c2ccc(NC(=O)c3ccccc3)cc2)s1
(14) O=C1NC(=O)C2C1C(c1ccc([N+](=O)[O-])cc1)=NN2Cc1ccccc1 (centres undefined)
(15) O=C(CSc1cccc2cccnc12)OCC(=O)c1ccccc1
(16) COc1cc(O)c(C(CC(=O)N2CCCC(C)C2)c2ccccc2)c(OC)c1 (centres undefined)
assay / compound	9	10	11	12	13	14	15	16
SIAE primary	-11	-23	3	8	0	0	-1	-2
TDP2 absorb	-7	-3	3	-10	-5	1	6	-2
LEDGF integ inh	-1	-3	-1	1	-3	-5	-1	3
Tn7 DDE FP	5	0	-10	2	4	2	5	6
TCR-CD3 inh	-1	4	-3	9	8	-8	-4	.
ABHD4 inh	-11	-8	1	3	-5	-3	3	4
UHRF1 binding	1	3	0	0	-5	2	-9	13
PRMT1 inh	1	0	1	-3	-1	8	1	-1
PG9 Ab binder	2.1	-2.0	-2.3	-3.0	-0.9	-0.6	1.8	.
HTRA1 inh	-6	16	10	-3	-6	1	2	.

(17) O=C(NCc1ccc2c(c1)OCO2)NC1CCCCC1
(18) CCOC(=O)c1c(C)[nH]c(C)c1C(=O)COC(=O)c1cccc(C)c1O
(19) c1ccc(CNc2nc(NCc3ccccc3)c3sccc3n2)cc1
(20) O=C(Nc1cccc(C(=O)N2CCCCC2)c1)C1CCCC1
(21) C[C@@H]1CN([C@@H](C)CO)C(=O)c2cc(Br)cnc2O[C@@H]1CN(C)Cc1ccccn1
(22) Fc1ccc(NC(=S)N2CCCN(c3ccc(C(F)(F)F)cn3)CC2)c(F)c1
(23) COc1ccc(-n2c(COc3ccccc3)nnc2SCC(=O)Nc2ccccc2-c2ccccc2)cc1
(24) O=C(NCCOC(=O)c1ccccc1C(=O)OCCNC(=O)c1cccnc1)c1cccnc1
assay / compound	17	18	19	20	21	22	23	24
SIAE primary	6	0	2	5	1	-1	-3	-2
TDP2 absorb	0	-15	5	-10	10	-11	-16	-4
LEDGF integ inh	3	1	4	4	1	1	2	6
Tn7 DDE FP	-4	-3	-2	-4	4	-4	-6	-2
TCR-CD3 inh	3	6	9	-3	2	6	.	-5
ABHD4 inh	-4	-18	17	0	3	-4	-12	-6
UHRF1 binding	0	2	0	1	-3	2	-1	5
PRMT1 inh	-2	-2	0	-2	3	-3	-1	1
PG9 Ab binder	-0.1	-2.8	-0.5	-1.0	0.2	-2.9	.	-0.7
HTRA1 inh	6	-25	.	0	.	-11	.	3

(25) O=C(Nc1ccc2ccccc2c1)c1cccc(F)c1
(26) Cc1ccc(N2CC(C(=O)NCc3cccnc3)CC2=O)cc1 (centres undefined)
(27) CC(C)(C)c1ccc(-n2ncc3c2CCCC3NC(=O)CCCn2cncn2)cc1 (centres undefined)
(28) CC(=O)c1cccc(NC(=O)COC(=O)CCNS(=O)(=O)c2ccccc2)c1
(29) CC(C)(C)c1ccc(C(=O)NNC(=O)c2ccccc2Br)cc1
(30) O=C1CCCCC1Sc1nnc(-c2ccc3c(c2)OCO3)o1 (centres undefined)
(31) NS(=O)(=O)c1ccc(CCNC(=O)C(=O)NCC2OCCN2S(=O)(=O)c2ccc(Cl)cc2)cc1 (centres undefined)
(32) CCN(CC)c1ccc(/C=N/N2CCN(c3ccccn3)CC2)cc1
assay / compound	25	26	27	28	29	30	31	32
SIAE primary	-9	-4	1	-5	4	-5	1	2
TDP2 absorb	4	0	4	-5	7	3	6	2
LEDGF integ inh	-1	-2	0	4	1	-3	-1	-5
Tn7 DDE FP	-3	4	-1	-2	-12	3	0	2
TCR-CD3 inh	-4	3	11	3	0	6	6	-1
ABHD4 inh	-8	-2	6	1	-6	0	1	3
UHRF1 binding	1	0	1	-1	-2	-1	-3	-1
PRMT1 inh	1	2	-2	-3	-3	-2	-1	-2
PG9 Ab binder	-0.6	0.5	-1.0	-0.2	-2.6	-3.4	-1.9	-1.3
HTRA1 inh	-20	0	-4	2	-2	-1	1	1

(33) Cc1cc(=O)oc2cc(OCc3ccc(C(=O)N4CCN(c5ccc([N+](=O)[O-])cc5)CC4)cc3)ccc12
(34) O=C(C1CCCN(S(=O)(=O)c2ccc(F)cc2)C1)N1CCN(Cc2ccccc2)CC1 (centres undefined)
(35) COc1ccc(-c2nnc(SCC(C)C)o2)cc1
(36) C=CCn1c(SCC(=O)NC(=O)c2cccc([N+](=O)[O-])c2)nnc1-c1ccccc1F
(37) O=C(NCC1CCCO1)C1CCCN(S(=O)(=O)c2ccc(Br)cc2)C1 (centres undefined)
(38) N#CC1=C(N)Nc2ncnn2C1c1ccc([N+](=O)[O-])cc1 (centres undefined)
(39) C[C@@H]1CN([C@H](C)CO)C(=O)CCCn2nncc2CO[C@@H]1CN(C)C(=O)Nc1ccc2c(c1)OCO2
(40) Cc1ccc(OCC(=O)Nc2nnc(-c3ccco3)s2)cc1
assay / compound	33	34	35	36	37	38	39	40
SIAE primary	-14	0	4	3	-6	0	-1	-3
TDP2 absorb	-1	2	9	-9	-12	8	4	7
LEDGF integ inh	2	0	-2	1	2	-2	3	2
Tn7 DDE FP	-5	-10	9	-5	-3	1	4	8
TCR-CD3 inh	6	.	-3	-5	5	9	-6	-2
ABHD4 inh	-3	2	14	-2	-2	0	4	-5
UHRF1 binding	-1	2	-2	7	0	0	2	-1
PRMT1 inh	-4	-8	-1	-3	-6	-2	1	7
PG9 Ab binder	-2.4	.	1.0	-0.9	-2.0	1.2	-2.0	0.2
HTRA1 inh	-8	.	1	3	3	-2	6	4

(41) COc1nc(Nc2ccc(C(C)=O)cc2)nc(OC)n1
(42) CCC(=O)Nc1ccc(N2CCN(C(=O)c3ccco3)CC2)c(Cl)c1
(43) CCOc1ccccc1CN1CCC(N2CCOCC2)CC1
(44) COc1ccc(NS(=O)(=O)c2ccc(-c3coc(C)n3)cc2)cc1OC
(45) O=C1NCCN1c1ccccc1
(46) COc1cccc(NC(=O)N2C3CCCC2CC(NC(=O)C2CC2)C3)c1 (centres undefined)
(47) COc1ccc(NC(=O)C(c2ccccc2)n2c(=O)c(-c3ccco3)nc3ccccc32)cc1 (centres undefined)
(48) CN(C)CC(=O)Nc1ccc2cn[nH]c2c1
assay / compound	41	42	43	44	45	46	47	48
SIAE primary	4	-2	7	-5	0	13	-2	7
TDP2 absorb	-4	11	18	6	0	-8	7	8
LEDGF integ inh	7	2	2	-1	1	0	2	0
Tn7 DDE FP	-4	-7	0	-1	1	-5	-3	-5
TCR-CD3 inh	-1	7	1	-1	5	-1	0	2
ABHD4 inh	-7	1	12	2	-7	5	-11	1
UHRF1 binding	1	2	0	3	0	0	0	0
PRMT1 inh	0	0	1	-1	-1	-3	3	1
PG9 Ab binder	1.2	1.0	3.2	-2.9	1.4	2.0	-2.1	-0.6
HTRA1 inh	-8	2	1	4	1	2	.	-1

(49) Cc1cc2oc(=O)cc(CN3CCOCC3)c2cc1C
(50) CC1CCCN(CCCNS(=O)(=O)c2cc3c(cc2Br)CCN3C(=O)C2CC2)C1 (centres undefined)
(51) CC(C)C(=O)N[C@H]1[C@H](O)CCC[C@@]12C(=O)N(Cc1ccccc1)c1ccccc12
(52) Cn1c(SCC(=O)NC2CCCC2)nnc1C(F)(F)F
(53) CCOC(=O)C1(C)CCCN1C(=O)c1cccs1 (centres undefined)
(54) O=C(NCc1ccco1)c1ccc(=O)oc1
(55) COc1ccc2c(CC(=O)N3CCc4ccccc43)coc2c1
(56) CN(C)CCCOC(=O)N1c2ccccc2C=Cc2ccccc21
assay / compound	49	50	51	52	53	54	55	56
SIAE primary	-3	-2	11	-1	-6	-3	-2	1
TDP2 absorb	-8	7	-9	-5	3	-6	1	-1
LEDGF integ inh	3	0	6	2	0	1	-4	-3
Tn7 DDE FP	-3	0	-10	-3	2	-4	1	-4
TCR-CD3 inh	-6	.	.	-2	4	-9	-6	-2
ABHD4 inh	0	2	3	1	0	-9	-7	4
UHRF1 binding	2	1	3	0	0	4	-1	2
PRMT1 inh	2	4	-3	3	-1	5	4	1
PG9 Ab binder	2.7	.	.	-1.4	0.3	-0.6	-1.1	0.5
HTRA1 inh	3	.	.	19	.	-4	-18	2
